Bioassay records (PubChem BioAssay)
HT1080 IDH1KD tx – qHTS for induction of synthetic lethality in tumor cells producing 2HG: qHTS for the HT-1080-IDH1KD cell line. HT-1080 IDH1 knockdown viability, ATP luminescence, 48 h. Potency, µM (titrated, usually from 46.1 µM), inactives show at the top dose activity, negative = toxicity, actives largely listed as cytotoxic. 360,000 tested, 2% active. AID 686971, 2013;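 further: potency means the concentration at half of the fitted maximal effect; 0% = DMSO wells and -100% = cell-free medium wells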
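Luminescent ATP read-out (CellTiter-Glo, 10 min at room temperature) after 48 h compound exposure at 37 °C gave viability of IDH1-knockdown HT-1080 cells. Activity was normalised to DMSO and cell-free wells, then fitted as concentration-response curves.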
IL1B secr inh – qHTS for Inhibitors of Inflammasome Signaling: IL-1-beta AlphaLISA Primary Screen. THP-1 LPS/ATP IL-1B secretion, AlphaLISA, 16 h; stronger effect = lower value. activity change, % at 57.5 µM. 360,000 tested, 4.7% active; in the data active means activity change below about -50%; inconclusive means mostly about -30% to -49%; further: on the % scale 0 is the no-effect control and ±100 the full control effect
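Secreted IL-1B measured by AlphaLISA bead assay after 16 h compound exposure of THP-1 cells; compounds (final up to 57.5 uM) added 1 h before LPS (250 ng/mL) and ATP (1.25 mM) stimulation; lower signal means less secretion.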
MCF10A rereplic – A quantitative high throughput screen for small molecules that induce DNA re-replication in MCF 10a normal breast cells; MCF 10A DNA re-replication, Hoechst nuclear intensity, 48 h; Potency, µM (highest dose often 46.1 µM), for inactives: at the highest dose activity, positive = re-replication, usual class: activators; 350,000 tested, 2.9% active; AID 624296, 2012; further: potency means the concentration at half of the fitted maximal effect; % of control where 0% means no effect; nearly all actives have a fitted effect of over 50% in size
HT1080NT lethal – qHTS for induction of synthetic lethality in tumor cells producing 2HG: qHTS for the HT-1080-NT fibrosarcoma cell line | 360,000 tested, 1.6% active | Potency, µM (series often up to 46.1 µM), for the others: at the top dose activity, negative = less viability, actives largely listed as cytotoxic | AID 686970, 2013 | HT-1080-NT fibrosarcoma viability, CellTiter-Glo ATP luminescence, 48 h;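 further: NT is the 2HG producing partner of a matched IDH1 knockdown line; potency means the concentration at half of the fitted maximal effect; 0% = DMSO-treated cells and -100% = media-only wells without cells; nearly all actives have a fitted effect of over 55% in size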
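Fibrosarcoma NT cells, 750 per well in 5% FBS RPMI, were exposed to compound for 48 hours. Viability: CellTiter-Glo luminescence.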
ATXN2 expr inh – Primary qHTS for Inhibitors of ATXN expression; Potency, µM (series often up to 57 µM), for inactives: at the top dose activity change, negative = inhibition, usual class: inhibitors; HEK-293 ATXN2-luciferase reporter, luminescence, 24 h; 360,000 tested, 0.72% active; further: potency means the concentration at half of the fitted maximal effect; on the % scale 0 is the no-effect control and ±100 the full control effect; nearly all actives have a fitted effect of over 55% in size
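ATXN2-luciferase reporter cells (luciferase flanked by upstream and downstream ATXN2 gene portions) were treated 24 h at 37 °C with compounds at up to 57 uM. SteadyGlo luminescence gave expression; GF-AFC fluorescence gave viability.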
KB-V1 cytotox – qHTS assay for MDR1-selective chemotherapeutics: Primary screen using the drug-selected MDR subline cells KB-V1 | 400,000 tested, 3.4% active | Potency, µM (top dose mostly 46.1 µM), inactives show at the top dose activity change, negative = cytotoxicity, usual class: cytotoxic | KB-V1 MDR cells viability, CellTiter-Glo, 72 h; further: potency means the concentration at half of the fitted maximal effect; on the % scale 0 is the no-effect control and ±100 the full control effect; nearly all actives have a fitted effect of over 60% in size
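qHTS viability screen in drug-selected KB-V1 MDR cells: 72 h compound treatment at 37 degrees C, ATP luminescence end point.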
S2 tox – Viability Counterscreen for Primary qHTS for Inhibitors of ATXN expression; S2 cells (HEK-293 line with an ATXN2-luciferase reporter) viability, CellTiter-Fluor protease fluorescence, 24 h; Potency, µM (titrated, usually from 56.7 µM), most hits filed as cytotoxic; 400,000 tested, 0.49% active; further: potency means the concentration at half of the fitted maximal effect; nearly all actives have a fitted effect of over 40% in size
KB-3-1 cytotox – qHTS assay for MDR1-selective chemotherapeutics: Primary screen using the parental adenocarcinoma cell KB-3-1 | Potency, µM (top dose mostly 46.1 µM), inactives show at the highest dose activity change, negative = cytotoxic, usual class: cytotoxic | 400,000 tested, 1.4% active | AID 1347075, 2019 | KB-3-1 viability, CellTiter-Glo ATP luminescence, 72 h; further: potency means the concentration at half of the fitted maximal effect; on the % scale 0 is the no-effect control and ±100 the full control effect; nearly all actives have a fitted effect of over 60% in size
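Screening of KB-3-1 cells (DMEM, 10% FBS, phenol-red free) ran from lowest to highest compound concentration; after 72 h at 37 °C viability was read luminescently and curves fitted.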
SW480 rerep – A quantitative high throughput screen for small molecules that induce DNA re-replication in SW480 colon adenocarcinoma cells; SW480 DNA re-replication, Hoechst DNA content imaging, 48 h; Potency, µM (doses to about 46.1 µM), without a hit: at the top dose re-replication activation, usual class: activators; 340,000 tested, 1.8% active; AID 624297, 2012; further: potency means the concentration at half of the fitted maximal effect; % of control where 0% means no effect; nearly all actives have a fitted effect of over 55% in size
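Image-based read-out: total Hoechst fluorescence of nuclei (405 nm excitation, 500-530 nm emission), with hits raising the fraction of high-intensity nuclei. SW480 colon cells incubated 48 hr with compounds at 37 C.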
* hit, by the source's call; i = inactive; ? = inconclusive; . = no result given; & = joins results of further samples; [ ] = remark or other dose. Unless noted, the call rests on the fitted dose curve; in most records, active means well fitted curve in the direction sought with a large enough effect; inconclusive means small, poorly fitted or top-dose-only effect, or another doubt; inactive means no such curve, though single readings can be large; an effect the other way counts as inactive or inconclusive. This is a random part of the collection (roughly 11% active in at least one column).

SMILES	HT1080 IDH1KD tx	IL1B secr inh	MCF10A rereplic	HT1080NT lethal	ATXN2 expr inh	KB-V1 cytotox	S2 tox	KB-3-1 cytotox	SW480 rerep
O=C(Cc1c[nH]c2ccccc12)Nc1ccc(N2CCOCC2)cc1	-4.1%	1.7	19.2%	0.1%	12.0%	-2.2%	i	?	-5.0%
O=C(COc1ccc(CO)cc1Cl)Nc1ccc(F)cc1	-0.2%	?	9.8%	-2.8%	-5.5%	-27.8%	i	0.0%	1.2%
COc1cccc(S(=O)(=O)NCc2ccc(C(=O)Nc3cccc(Cl)c3)cc2)c1	-17.3%[9.24 µM]	?	?	?	15.8µM*	?	?	?	?
Cc1ccc(C)c(N2CCN(C(=O)c3ccc(NC4=NC5CS(=O)(=O)CC5S4)cc3)CC2)c1 (stereo not given)	4.0%	-15.3	12.1%	15.8%	-5.8%	-1.5%	i	7.1%	-7.4%
COc1ccc(N2CCCn3c2nc2c3c(=O)n(Cc3ccccc3)c(=O)n2C)c(OC)c1	-3.9%	-0.5	2.1%	-5.0%	-13.3%	?	i	1.5%	-2.7%
O=C(O)Cc1sc(Nc2ccc(Cl)cc2)nc1-c1cccs1	-17.7%	50.0	?	-26.6%	69.1%[activator]	-7.9%	i	-5.6%	4.9%
Cc1cc(C)nc(Nc2cccc(Cl)c2)n1	2.9%	-3.9	16.8%	0.3%	.	3.0%	i	4.3%	2.4%
COc1ccccc1-c1nnc(SCC(=O)O)n1C	-6.3%	47.4	13.9%	-2.9%	-6.0%	2.8%	i	-2.0%	?
Cc1ccc(N2C(=O)C(CC(=O)Nc3ccccc3)N(CCC3=CCCCC3)C2=O)cc1 (stereo not given)	.	.	.	.	2.7%	9.3%	i	-7.9%	.
CCCC(c1nnnn1Cc1ccccc1)N1CCC(C(N)=O)CC1 (stereo not given)	14.2%	18.1	1.0%	18.9%	-6.0%	0.0%	i	9.9%	-1.5%
COc1ccccc1N1CCN(S(=O)(=O)CC23CCC(CC2=O)C3(C)C)CC1 (stereo not given)	5.6%	11.5	5.3%	5.8%	-12.0%	2.4%	i	1.1%	5.7%
O=C1NCCn2ccc(=O)cc21	-3.5%	-4.6	1.2%	24.1%	.	-3.2%	i	-1.4%	1.1%

3 compounds from above, ordered by the value under IL1B secr inh, descending:
| SMILES | IL1B secr inh |
| --- | --- |
| O=C(O)Cc1sc(Nc2ccc(Cl)cc2)nc1-c1cccs1 | 50.0 |
| COc1ccccc1-c1nnc(SCC(=O)O)n1C | 47.4 |
| Cc1cc(C)nc(Nc2cccc(Cl)c2)n1 | -3.9 |

Next part.
SMILES	HT1080 IDH1KD tx	IL1B secr inh	MCF10A rereplic	HT1080NT lethal	ATXN2 expr inh	KB-V1 cytotox	S2 tox	KB-3-1 cytotox	SW480 rerep
CCOC(=O)c1sc(/N=C/Nc2nc(C)c(C(=O)OCC)s2)nc1C	-15.8%	-9.4	?	-0.8%	-3.8%	0.0%	i	0.0%	13.4%
O=C(c1ccsc1)N1CCCC(Nc2ccc(F)c(F)c2)C1 (stereo not given)	8.8%	19.3	1.2%	7.0%	.	-9.1%	?	1.5%	-7.7%
C/C(=N\NC(=O)CNc1cccc2ccccc12)c1ccccc1	10.8%	23.0	?	10.0%	.	-7.2%	?	2.2%	11.2%
COc1cc(OC)cc(C(=O)NCCc2ccc(OC)c(OC)c2)c1	-0.5%	-6.3	-2.2%	-2.7%	.	-21.1%	i	-8.4%	0.3%
CC(NC(=O)C1CCC1)c1ccc(Br)cc1 (stereo not given)	5.7%	2.1	5.4%	14.8%	11.7%	-2.1%	i	10.5%	-0.9%
Fc1ccc(-c2cn3ccccc3n2)cc1	-2.3%	18.1	1.6%	-4.7%	.	-16.0%	?	?	2.6%
Cc1ccc(C(=O)N2N=C(CC(C)C)CC2(O)C(F)(F)F)o1 (stereo not given)	4.6%	11.9	-2.5%	10.2%	10.9%	1.9%	?	0.0%	22.7%
COC(=O)c1ccc(N)cc1O	1.6%	14.0	3.3%	-3.3%	1.2%	21.0%	i	13.7%	-9.1%[9.22 µM]
Cc1cc(C)nc(SC2CCOC2=O)n1 (stereo not given)	18.6%	-7.1	-0.7%	12.6%	-4.9%	2.0%	i	0.0%	-1.7%
CCOC(=O)C1CCN(S(=O)(=O)c2ccc3c(c2)CC(C)N3C(=O)C2CCC2)CC1 (stereo not given)	0.1%	21.3	3.2%	-16.4%	.	25.9%	i	-1.2%	8.5%
C=CCN1C(=O)C(CC(=O)Nc2ccc(OC)cc2)SC1=Nc1ccc(S(N)(=O)=O)cc1 (stereo not given)	13.8%	6.4	10.8%	12.4%	14.3%	19.0%	i	?	-9.8%
O=C(NC1CCCCC1)C(c1ccncc1)N(C(=O)Cn1nnc(-c2cccs2)n1)C1CCCC1 (stereo not given)	8.0%	-8.0	3.3%	-3.7%	1.5%	?	?	0.2%	16.5%
COc1ccc(N2CC(C(=O)NCCc3ccc(Cl)cc3)CC2=O)cc1 (stereo not given)	0.3%	-0.1	1.3%	-1.5%	-10.9%	-14.9%	i	2.6%	-2.8%
O=C1CC2(CCN(C(=O)c3ccc(F)c(F)c3)CC2)Oc2ccccc21	2.3%	-10.8	?	0.1%	1.3%	-6.3%	i	-2.0%	-122.5%[inhibitor]
CN1CCN(C(=O)c2cc(Cl)cc(Cl)c2NC(=O)c2ccco2)CC1	3.9%	8.1	-23.4%	0.9%	1.4%	-3.9%	i	-2.8%	-12.1%
CCOC(=O)c1c(NC(=O)/C=C/C(=O)O)sc(C)c1-c1ccc(C)c(C)c1	?	-94.6*	4.11µM*	?	.	-28.7%	i	-13.2%	12.6%
COCCN(CCOC)C(=S)Nc1ccccc1Cl	-0.5%	-1.0	?	-15.4%	-19.9%	-14.0%	i	-4.0%	0.9%
Cc1nc2c(C)cccc2c(SC(=N)N)c1CC=C(Cl)Cl	0.0%	-4.2	12.3%	-4.2%	.	0.9%	i	-4.8%	?
CC(O)CNc1nc2c(c(=O)n(Cc3ccc(Cl)cc3)c(=O)n2C)n1C (stereo not given)	-13.2%	-10.5	-0.2%	-20.8%	-4.5%&-3.2%	0.4%&46.2%	i	9.7%&14.2%	0.5%
CCn1c(SCC(=O)NC2CC2)nc2ccccc21	3.9%	31.1	.	9.7%	.	12.9%	i	1.5%	.
Cc1cccc(NC(=O)C2CCCN(C(=O)Nc3ccc(F)cc3)C2)c1 (stereo not given)	-12.4%	-6.8	-1.5%	-10.9%	-14.8%	12.3%	i	3.4%	-2.4%
CCOC(=O)c1cnc(-c2ccccc2O)nc1Cl	15.0%	12.7	-9.2%	-14.9%	-10.9%	-2.1%	.	3.4%	1.9%
CCn1cc(C(=O)O)c(=O)c2cc(S(=O)(=O)N(C)C)ccc21	1.0%	4.9	1.2%	-3.1%[9.24 µM]	16.2%	18.8%	i	1.9%	-4.5%
O=C(CN1C(=O)CSc2ccc(S(=O)(=O)N3CCOCC3)cc21)NCc1c(F)cccc1Cl	-2.0%	-22.4	.	-4.7%	.	-4.7%	i	-1.9%	.
O=C(CCSCCC(=O)N1CCCC1)N1CCCC1	1.2%	7.2	0.4%	-5.1%	0.2%	1.4%	i	2.2%	-6.0%
Cc1c(Cl)cccc1NC(=S)N(Cc1ccco1)C(C)c1ccccn1 (stereo not given)	0.0%	7.0	3.1%	0.4%	.	-7.4%	i	-0.8%	-10.9%
COCCN(C(=O)CCC(=O)Nc1ccccn1)C(C(=O)NC(C)(C)C)c1ccc(OC)cc1 (stereo not given)	1.9%	18.9	1.0%	5.7%	-12.9%	-17.3%	i	20.3%	8.7%
OCCC1CN(Cc2c(F)cccc2Cl)CCN1C1CCCC1 (stereo not given)	-1.7%	-2.4	?	-4.2%	-8.3%	9.7%	i	12.1%	-5.0%
O=C(CCCN1C(=O)CCC1=O)Nc1ccc2c(c1)OCCO2	18.4%	8.4	7.1%	27.4%	27.3%	11.7%	i	12.4%	13.0%
N/C(=N\OC(=O)c1ccc(Cl)c([N+](=O)[O-])c1)c1ccccn1	16.4µM*	-107.5*	20.6µM*	?	-1.5%	0.4%	i	29.3%	?
CCc1ccc(-n2c(C)n[nH]c2=S)cc1	14.9%	9.0	6.6%	10.0%	-3.3%	-2.1%	i	5.5%	0.9%
COc1ccc(OCC(=O)Nc2ccc3c(c2)nc2n3CCSC2)cc1	5.1%	-19.6	0.6%	15.1%	-13.0%	-19.5%	i	19.8%	-19.4%
CC(C(=O)N1CCOCC1)N1C(=O)c2ccccc2C1=O (stereo not given)	15.9%	24.8	-2.3%	9.3%	-5.1%	7.4%	i	-0.7%	-0.4%
O=C(COc1ccccc1)NNc1nc2c(F)cccc2s1	-1.2%	33.5	0.4%[9.22 µM]	-22.6%	-2.1%	4.4%	i	10.1%	-2.0%
COc1ccc(/C=C2\SC(=O)N(CC(=O)NN3CCN(C)CC3)C2=O)cc1OC	-5.9%	-26.2	3.9%	-4.0%	19.8%	17.3%	i	1.0%	-10.7%
CCc1nnc(NC(=O)COc2ccc(N(C)S(=O)(=O)c3ccc(C)cc3)cc2)s1	-11.5%	0.0	-3.1%	6.4%	-23.3%	-16.0%	i	-3.7%	-5.4%
